HTRA1 inhibitor = HTRA1 (human) protease inhibition; recombinant HTRA1, FP-rhodamine activity-based probe, fluorescence polarization; 0.5% of 340,000 active; Q92743; inhibition, % at 5.96 µM; in the data active = inhibition above about 36%;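 note: 0% = enzyme with DMSO and 100% = wells lacking enzyme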
Target sequence (Q92743 whole entry, looked up): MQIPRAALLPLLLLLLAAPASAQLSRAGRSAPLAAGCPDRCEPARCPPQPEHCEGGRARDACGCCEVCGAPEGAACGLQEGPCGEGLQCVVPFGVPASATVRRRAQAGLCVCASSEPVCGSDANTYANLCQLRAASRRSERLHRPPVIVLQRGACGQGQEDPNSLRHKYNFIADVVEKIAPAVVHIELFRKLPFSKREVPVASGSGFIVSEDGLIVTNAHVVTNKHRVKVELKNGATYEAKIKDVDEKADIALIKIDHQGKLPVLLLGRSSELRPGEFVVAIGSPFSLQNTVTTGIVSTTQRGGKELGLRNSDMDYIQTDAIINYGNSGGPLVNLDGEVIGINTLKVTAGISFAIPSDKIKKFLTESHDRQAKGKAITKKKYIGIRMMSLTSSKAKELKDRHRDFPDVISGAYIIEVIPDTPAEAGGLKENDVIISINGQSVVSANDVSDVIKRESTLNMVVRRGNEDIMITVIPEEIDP
UHRF1 binding = human UHRF1 methylated DNA binding inhibitors. inhibition, % at 4.4 µM. UHRF1 binding to methylated oligo, TR-FRET. 0.75% of 370,000 active; in the data active = inhibition above about 21%;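 note: UHRF1 SRA domain binding a hemimethylated CpG hairpin DNA probe; 0% = median of test compound wells and 100% = reference inhibitor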
rCAG binder = binds r(CAG) RNA repeats. 1.3% of 370,000 active. inhibition, % at 3 µM. r(CAG) RNA repeat, TO-PRO-1 dye displacement fluorescence;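 active = inhibition above the plate cutoff, the mean of all test compounds on that plate plus 3 SD, cut at about 35% in these data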;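 note: 0% = DMSO alone and 100% = 100 µM mitoxantrone as full dye displacement; higher means more dye released from RNA so lower well fluorescence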
TCR CD3 inh = human TCR-CD3 binding inhibition; TAMRA-labeled TCR probe fluorescence, biochemical; inhibition, % at 9.4 µM; 0.37% of 360,000 active; AID 651800; in the data active = inhibition above about 19%;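 note: recombinant mutant TCR 2C K166C tagged with TAMRA read by polarization; 0% = receptor in buffer alone and 100% = receptor with positive control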
MBD2 inh = inhibitors of human MBD2 binding to methylated oligonucleotide. 0.31% of 370,000 active. inhibition, % at 4.4 µM. AID 686964. TR-FRET; in the data active = inhibition above about 13%
LEDGF integ inh = blocks HIV-1 LEDGF/p75-dependent DNA integration | TR-FRET IN-LEDGF/p75 DNA integration, Eu/Cy5 | inhibition, % at 3.7 µM | 0.64% of 370,000 active;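 active = inhibition above the screen-wide mean plus 3 SD, cut at about 13% in these data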;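 note: signal is the Cy5 over europium emission ratio at 671 and 618 nm; 0% = plate median of compound wells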
mABHD4 FP = inhibitors of mouse ABHD4 | Q8VD66 | purified mABHD4, FP-Rh probe fluorescence polarization | inhibition, % at 8.92 µM | 0.54% of 370,000 active | AID 720543;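 active = inhibition exceeding the mean over every tested compound plus 3 SD, cut at about 30% in these data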;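 note: 0% = plate median of compound wells and 100% = S159A mutant with DMSO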
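Assay system: Wild-type mouse ABHD4 protein | Medium: HEPES pH 7.0 buffer, 150 mM NaCl, 0.01% Pluronic F-127 | Incubation: Enzyme–compound pre-incubation 45 min, then probe 60 min, both 25 °C | Technique: Fluorescence polarization with parallel and perpendicular emission, 525/598 nm | Evaluation: % inhibition of FP-Rh probe binding versus controls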
PRMT1 FP inh = inhibitors of human PRMT1; Q99873; recombinant PRMT1, activity-based probe fluorescence polarization; inhibition, % at 2.79 µM; 1.3% of 370,000 active; AID 652257;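 active = inhibition above about 21% made by adding two undisclosed values, limit read from the data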
Target sequence (Q99873 whole entry, looked up): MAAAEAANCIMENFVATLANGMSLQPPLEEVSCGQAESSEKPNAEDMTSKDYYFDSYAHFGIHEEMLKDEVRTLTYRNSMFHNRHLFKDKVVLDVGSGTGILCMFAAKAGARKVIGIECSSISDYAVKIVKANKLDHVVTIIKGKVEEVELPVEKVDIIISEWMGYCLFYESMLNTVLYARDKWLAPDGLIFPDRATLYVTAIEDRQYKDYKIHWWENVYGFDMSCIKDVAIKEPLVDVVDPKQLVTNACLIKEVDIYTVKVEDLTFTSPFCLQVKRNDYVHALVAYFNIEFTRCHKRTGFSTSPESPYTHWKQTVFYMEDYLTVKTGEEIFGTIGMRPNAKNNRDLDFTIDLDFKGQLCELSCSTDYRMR
PG9 Ab binder = PG9 antibody binding by small molecule. TR-FRET gp120-PG9 antibody binding. inhibition, % at 6.7 µM. 0.43% of 360,000 active. AID 624416; in the data active = inhibition above about 8.5%
Rev-erbA mod = Rev-erb alpha (human) modulation | Rev-erbα–FITC-DNA binding, fluorescence polarization, 90 min | 0.79% of 370,000 active | P20393 | activity, % at 10 µM;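 active = activity above about 14%, limit read from the data; passing the limit was not always enough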;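 note: 0% = DMSO wells with 35 nM protein and 100% = DMSO wells with 750 nM protein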
Numbers without * were called inactive; . = not tested or not shown; & = joins results of further samples. An excerpt; the hit share may differ from the screen's.

Labels used below: A = HTRA1 inhibitor; B = UHRF1 binding; C = rCAG binder; D = TCR CD3 inh; E = MBD2 inh; F = LEDGF integ inh; G = mABHD4 FP; H = PRMT1 FP inh; I = PG9 Ab binder; J = Rev-erbA mod
C[C@@H]1NS(=O)(=O)[C@H]2C[C@@H]3C=C[C@]2(O3)[C@H]1OC(=O)c1ccc(C(C)(C)C)cc1
  A = -15	B = -1	C = 5	D = -2	E = 4	F = 1	G = 4	H = 2	I = 0.1	J = -8
COc1cc2c3cc1Oc1cc(ccc1O)C[C@@H]1c4c(cc(OC)c(O)c4Oc4ccc(cc4)C[C@@H]3N(C)CC2)CC[N+]1(C)C
  A = .	B = 10	C = 14	D = .	E = 0	F = 6	G = -1	H = -2	I = .	J = -1&2
CC(NC(=O)c1cccs1)c1n[nH]c(=S)n1C (stereo unspecified)
  A = 4	B = -1	C = -1	D = -3	E = 2	F = -3	G = 8	H = 0	I = 0.3	J = -4
COCCCNC(=O)c1cc(S(=O)(=O)NCCCN2CCCC2=O)ccc1Cl
  A = 10	B = -1	C = 3	D = 2	E = -1	F = 3	G = 4	H = 1	I = -2.3	J = -11
CCCCN(C)C(=O)C1CCN(S(=O)(=O)c2ccc3[nH]c(=O)oc3c2)CC1
  A = .	B = 0	C = 8	D = .	E = 3	F = -1	G = 6	H = 6	I = .	J = -5
Cc1ccc(-c2csc(NC(=S)NC(=O)c3ccco3)n2)cc1
  A = -3	B = 0	C = 1	D = -5	E = 0	F = -4	G = -2	H = 0	I = 0.0	J = -4
CC(OC(=O)c1cccc([N+](=O)[O-])c1)C(=O)NCc1ccc2c(c1)OCO2 (stereo unspecified)
  A = 1	B = 0	C = -1	D = 10	E = -6	F = 3	G = 5	H = 0	I = -1.2	J = -3
O=C(N1CCc2cc(S(=O)(=O)NC[C@H]3O[C@@H](n4ccc(=O)[nH]c4=O)[C@H](O)[C@@H]3O)ccc2C1)C(F)(F)F
  A = 1	B = -2	C = 0	D = -3	E = 1	F = 1	G = 2	H = 0	I = 1.3	J = -1
Cc1ccc(S(=O)(=O)N(C)C[C@@H]2Oc3c(NS(C)(=O)=O)cccc3C(=O)N([C@H](C)CO)C[C@@H]2C)cc1
  A = -4	B = 17	C = 1	D = 4	E = -3	F = 6	G = 1	H = 0	I = 4.2	J = -6
CC1(C)CC(=O)C2=C(C1)N(Cc1cccnc1)C(=O)C2(NC(=O)c1ccc(F)cc1)C(F)(F)F (stereo unspecified)
  A = 0	B = 2	C = -2	D = 6	E = 4	F = -1	G = -9	H = 3	I = 0.6	J = 5
CC(=O)N1CCc2cc(S(=O)(=O)N3CCCCC3C)ccc21 (stereo unspecified)
  A = 2	B = 1	C = -1	D = 0	E = 0	F = -2	G = -4	H = -3	I = -4.6	J = 1
COc1ccc(NC(=O)c2ccc3c(c2)n(C)c(=O)n3C)cc1
  A = 9	B = -2	C = 2	D = -1	E = -3	F = -1	G = -5	H = -4	I = -2.0	J = -1
COc1ccc(-c2sc3cc4c(cc3c2-c2ccc(OCCN3CCOCC3)cc2)OCO4)cc1
  A = -6	B = 1	C = 5	D = -11	E = 4	F = -2	G = 9	H = 3	I = 0.0	J = -1
CC(=O)c1c(C)[nH]c(C(=O)Nc2ccccc2N2CCOCC2)c1C
  A = 3	B = -1	C = -5	D = 10	E = -4	F = -1	G = -1	H = -3	I = 0.7	J = 10
CCOC(=O)C1=C(N)OC2=C(C(=O)CC(C)(C)C2)C1c1ccoc1 (stereo unspecified)
  A = 3	B = -4	C = 3	D = 1	E = -7	F = 6	G = 0	H = -1	I = -2.0	J = 2
CN(c1ccc(C(=O)NCc2cccs2)cc1)S(=O)(=O)c1ccccc1
  A = -5	B = 0	C = -2	D = 0	E = -4	F = 0	G = -4	H = 2	I = -0.1	J = 0
CCOc1c(Cl)cc(C(=O)Nc2ccccc2-c2ccccc2)cc1Cl
  A = -7	B = -1	C = 1	D = -1	E = 0	F = 0	G = 4	H = 0	I = 2.2	J = -1
O=C1CSCN1c1ccc(Cl)c(Cl)c1
  A = -3	B = 1	C = 3	D = 3	E = 3	F = 0	G = 3	H = -4	I = -4.6	J = 1
CCCCc1nnc(NC(=O)c2ccc(N3CCCC3=O)cc2)s1
  A = -2	B = 0	C = -2	D = 4	E = -7	F = -3	G = -3	H = -2	I = 0.9	J = -5
COC(=O)[C@]12C[C@H](CC(=O)NCC3CCCCC3)C(=O)N(Cc3ccc(Cl)cc3Cl)C1=C[C@H](C(C)C)O[C@@H]2C1CC1
  A = .	B = 5	C = 8	D = .	E = -2	F = 4	G = -10	H = 2	I = .	J = -7
CN(C(=O)COC(=O)c1ccc2c(c1)OCO2)C1CCS(=O)(=O)C1 (stereo unspecified)
  A = 2	B = -1	C = 0	D = 7	E = 4	F = 0	G = -2	H = 1	I = 0.1	J = -4
Cc1cc(C)nc(N/N=C/c2ccccc2OCc2ccc(Br)cc2)n1
  A = 1	B = -1	C = 0	D = -1	E = 2	F = 0	G = -7	H = 0	I = -1.8	J = 2
N#CC1=C(N)Oc2n[nH]c(-c3cccs3)c2C1c1ccco1 (stereo unspecified)
  A = -8	B = -13	C = -14	D = -8	E = -11	F = 3	G = -32	H = 7	I = -2.6	J = -2
O=C(NC1CCCCC1)Oc1cc2oc(=O)sc2cc1Br
  A = 9	B = 12	C = 33	D = 1	E = -1	F = 3	G = 33*	H = 82*	I = -1.4	J = 2
Cc1ccc(NC(=O)c2cnn(-c3ccccc3)c2C)cc1
  A = -7	B = 0	C = -5	D = 2	E = -1	F = -2	G = -5	H = -3	I = -2.8	J = 0
CN=c1scc(-c2ccc(OC)cc2)n1/N=C(\C)c1cccnc1
  A = 6	B = 1	C = -5	D = 8	E = -3	F = 0	G = 1	H = 0	I = -0.3	J = -3
O=C(Nc1ccc2c(c1)OCO2)c1cc(C2CCCN(C(=O)C3CCCCC3)C2)on1 (stereo unspecified)
  A = .	B = 1	C = 4	D = 6	E = 0	F = 0	G = -1	H = -1	I = 1.3	J = -4
O=C(O)CCC(=O)NCc1ccc(C(=O)O)cc1
  A = 8	B = -2	C = 0	D = 3	E = -2	F = 0	G = -2	H = -3	I = 0.0	J = -4
COc1ccc(/C=C/C(=O)Nc2ccncc2)cc1OC
  A = -6	B = 1	C = -4	D = -4	E = -2	F = -7	G = -6	H = 4	I = 0.0	J = -6
O=S(=O)(c1cccc(-c2csc(-c3cccnc3)n2)c1)N1CCOCC1
  A = 0	B = 3	C = 4	D = -2	E = 6	F = -1	G = -5	H = 6	I = 0.7	J = 0

Retrieved by structure from the entries so far (two):
Labels used below: A = HTRA1 inhibitor; B = UHRF1 binding; C = rCAG binder; D = TCR CD3 inh; E = MBD2 inh; F = LEDGF integ inh; G = mABHD4 FP; H = PRMT1 FP inh; I = PG9 Ab binder; J = Rev-erbA mod
CC(=O)c1c(C)[nH]c(C(=O)Nc2ccccc2N2CCOCC2)c1C
  A = 3	B = -1	C = -5	D = 10	E = -4	F = -1	G = -1	H = -3	I = 0.7	J = 10
CC(=O)N1CCc2cc(S(=O)(=O)N3CCCCC3C)ccc21 (stereo unspecified)
  A = 2	B = 1	C = -1	D = 0	E = 0	F = -2	G = -4	H = -3	I = -4.6	J = 1

Arranged by SMILES length (ascending): some entries from above
Labels used below: A = HTRA1 inhibitor; B = UHRF1 binding; C = rCAG binder; D = TCR CD3 inh; E = MBD2 inh; F = LEDGF integ inh; G = mABHD4 FP; H = PRMT1 FP inh; I = PG9 Ab binder; J = Rev-erbA mod
O=C(O)CCC(=O)NCc1ccc(C(=O)O)cc1
  A = 8	B = -2	C = 0	D = 3	E = -2	F = 0	G = -2	H = -3	I = 0.0	J = -4
O=C(NC1CCCCC1)Oc1cc2oc(=O)sc2cc1Br
  A = 9	B = 12	C = 33	D = 1	E = -1	F = 3	G = 33*	H = 82*	I = -1.4	J = 2
N#CC1=C(N)Oc2n[nH]c(-c3cccs3)c2C1c1ccco1 (stereo unspecified)
  A = -8	B = -13	C = -14	D = -8	E = -11	F = 3	G = -32	H = 7	I = -2.6	J = -2
O=S(=O)(c1cccc(-c2csc(-c3cccnc3)n2)c1)N1CCOCC1
  A = 0	B = 3	C = 4	D = -2	E = 6	F = -1	G = -5	H = 6	I = 0.7	J = 0

Following part:
Labels used below: A = HTRA1 inhibitor; B = UHRF1 binding; C = rCAG binder; D = TCR CD3 inh; E = MBD2 inh; F = LEDGF integ inh; G = mABHD4 FP; H = PRMT1 FP inh; I = PG9 Ab binder; J = Rev-erbA mod
Cn1cc(CN2CCC(Oc3ccc(C(=O)N4CCCCC4)cc3)CC2)cn1
  A = 0	B = -1	C = -5	D = 7	E = 0	F = 1	G = -7	H = 1	I = -0.7	J = -6
C[C@H]1CN([C@@H](C)CO)C(=O)CCCn2nncc2CO[C@@H]1CN(C)Cc1ccc(C(=O)O)cc1
  A = 5	B = 2	C = 2	D = 7	E = 0	F = 2	G = -2	H = 5	I = -0.4	J = 1
CC1S/C(=C(\C#N)C(=O)NCc2ccco2)N(Cc2ccco2)C1=O (stereo unspecified)
  A = 1	B = -1	C = 12	D = 2	E = -1	F = 3	G = 11	H = 17	I = -1.1	J = -7
CN(C)C(=O)CCc1ccc2c3c([nH]c2c1)[C@]1(C)[C@@H](C(=O)N2CCCCC2)C[C@H](CC(=O)NCCc2ccccn2)C(=O)N1CC3
  A = 8	B = -2	C = 1	D = -7	E = 3	F = 0	G = 4	H = 4	I = -1.3	J = -4
COc1ccc(N(C(=O)Cn2nnc(-c3ccc(Cl)cc3)n2)C(C(=O)NCC2CCCO2)c2ccc(C)cc2)cc1 (stereo unspecified)
  A = -4	B = -2	C = 1	D = 10	E = -5	F = 1	G = 4	H = 0	I = -1.5	J = -3
COc1ccc(-c2ccnc(-c3ccncc3)n2)cc1
  A = -3	B = -3	C = 1	D = 0	E = -6	F = 8	G = -5	H = -5	I = -2.2	J = 1
COC(=O)[C@H]1C[C@]2(C(C=C(C)C)S(=O)(=O)c3ccccc3)c3ccccc3N[C@H]2N1 (stereo partly specified)
  A = .	B = 4	C = .	D = .	E = 8	F = 3	G = 9	H = 2	I = .	J = -4
CN(Cc1ccccc1)S(=O)(=O)c1cccc(C(=O)O)c1
  A = -1	B = -2	C = -3	D = -1	E = 3	F = 9	G = -9	H = -1	I = 0.6	J = -3
COC(=O)[C@]12C[C@H](CC(=O)N3CCN(C(=O)C4CC4)CC3)C(=O)N(Cc3ccccc3)C1=C[C@H](C(C)(C)C)O[C@@H]2C
  A = .	B = -1	C = 1	D = 7	E = 2	F = -3	G = 2	H = 5	I = 0.5	J = -1
O=C(N/N=C\C=C\c1ccc2c(c1)OCO2)c1ccc(F)cc1
  A = 7	B = 0	C = 0	D = -6	E = -2	F = -4	G = 6	H = 2	I = -2.5	J = -1
Cc1ccc(NC(=O)c2csc3c2CCCC3)cc1
  A = -8	B = 3	C = -3	D = -1	E = 2	F = -5	G = -1	H = 2	I = -0.6	J = -6
Cc1ccc(C(=O)OCC(=O)Nc2ccccc2Sc2ccccc2)cc1C
  A = -8	B = -2	C = 2	D = -1	E = -4	F = 4	G = -12	H = -3	I = -0.5	J = 7
